# BoNT A protease: BoNT/A light chain protease inhibitors, primary screen, biochemical, flow cytometry, MLPCN library. Botulinum neurotoxin type A light chain protease (Clostridium botulinum A str. ATCC 3502). 360,000 tested, 0.17% active. inhibition, % at 10 µM. multiplex microsphere protease substrate cleavage; also: plate controls were buffer without enzyme for full effect and enzyme alone for no effect
# Anthrax LF inh2: Bacillus anthracis LF protease inhibitors, primary screen, biochemical, multiplex microsphere, MLPCN library; inhibition, % at 10 µM; Lethal factor (Bacillus anthracis), P15917; 360,000 tested, 0.12% active; multiplex microsphere protease cleavage assay; also: plate controls were buffer without enzyme for full effect and enzyme alone for no effect
# Target sequence (P15917 whole entry, looked up): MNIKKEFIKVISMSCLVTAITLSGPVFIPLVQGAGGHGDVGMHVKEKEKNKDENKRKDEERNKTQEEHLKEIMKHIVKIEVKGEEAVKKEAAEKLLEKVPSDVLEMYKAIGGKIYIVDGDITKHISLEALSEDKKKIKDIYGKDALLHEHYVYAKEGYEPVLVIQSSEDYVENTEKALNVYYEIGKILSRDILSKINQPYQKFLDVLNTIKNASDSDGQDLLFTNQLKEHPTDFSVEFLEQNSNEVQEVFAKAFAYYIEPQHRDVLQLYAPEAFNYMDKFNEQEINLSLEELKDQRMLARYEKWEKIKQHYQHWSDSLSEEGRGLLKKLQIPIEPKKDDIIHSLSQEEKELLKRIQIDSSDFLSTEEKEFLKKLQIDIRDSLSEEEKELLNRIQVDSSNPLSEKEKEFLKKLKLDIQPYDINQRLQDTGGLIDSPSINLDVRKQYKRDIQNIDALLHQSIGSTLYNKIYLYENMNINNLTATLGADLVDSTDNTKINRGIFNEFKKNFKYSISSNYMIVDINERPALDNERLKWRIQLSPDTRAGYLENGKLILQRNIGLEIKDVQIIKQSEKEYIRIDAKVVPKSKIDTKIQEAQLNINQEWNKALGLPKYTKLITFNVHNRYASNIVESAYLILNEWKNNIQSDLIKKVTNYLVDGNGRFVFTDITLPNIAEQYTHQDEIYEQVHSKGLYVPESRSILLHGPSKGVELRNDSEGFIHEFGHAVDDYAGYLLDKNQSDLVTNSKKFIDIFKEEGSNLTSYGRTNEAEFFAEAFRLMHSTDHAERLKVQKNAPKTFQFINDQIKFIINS
# SSB-PriA inh: inhibitors of Klebsiella pneumoniae PriA binding to SSB C-terminal tail, primary screen, biochemical, AlphaScreen | PriA–SSB C-terminal tail interaction (Klebsiella pneumoniae) | AlphaScreen SSBct-PriA binding, biotinylated peptide | inhibition, % at 33 µM | 430,000 tested, 0.6% active | AID 1272365, 2023; in the data active = inhibition mostly above about 37%, no sharp cut-off; inactive = mostly below about 20%;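 also: plate controls were negative control peptide for no effect and reference peptide for full effect; strong numbers were not always called active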
# PfHsp40 rescue: rescue of yeast from PfHsp40 toxicity, primary screen, S. cerevisiae, ATP luminescence; 340,000 tested, 0.68% active; AID 504582, 2011; growth rescue, % at 12.5 µM; S. cerevisiae expressing PfHsp40, growth rescue; in the data active = growth rescue above about 28%, passing the limit was not always enough; inconclusive = no clear call, values can overlap the other calls;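 also: yeast W303a lacking pdr1 and pdr3 grown in galactose medium; growth measured after three days at 30 °C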
# Y pestis TopoI: Yersinia pestis topoisomerase I inhibitors, primary screen, biochemical, cleavage product accumulation, plate reader, single point. DNA topoisomerase I (Yersinia pestis CO92). Y. pestis Topo-I cleavage product accumulation. activity, % at 10 µM. 360,000 tested, 0.064% active; in the data active = activity above about 50%, passing the limit was not always enough; inconclusive = no clear call, values can overlap the other calls; also: inactives centre near 2
# SARS 3CLpro inh: SARS-CoV 3CLpro protease inhibitors, primary screen, biochemical, quenched FRET | recombinant SARS-CoV 3CLpro, quenched FRET peptide cleavage | Replicase polyprotein 1ab (Severe acute respiratory syndrome coronavirus), P0C6X7 | AID 1706, 2009 | inhibition, % at 6 µM | 290,000 tested, 0.14% active; in the data active = inhibition above about 12%
# PrPC surface inh: inhibitors of human cell surface prion protein PrPC, primary screen, cell-based, TR-FRET; Major prion protein (Homo sapiens), P04156; inhibition, % at 13.8 µM; 370,000 tested, 0.43% active; TR-FRET read-out; in the data active = inhibition above about 24%; also: 0% = median of the test wells and 100% = reference compound wells
# Vc quorum ag: inducers of Vibrio cholerae quorum light production without autoinducers, primary screen, BH1578 luxS cqsA deficient, single point. V. cholerae BH1578 lux reporter, luminescence, 6 h. activation, % at 18.7 µM. 350,000 tested, 0.16% active. AID 588436, 2011; in the data active = activation mostly above about 9.7%, no sharp cut-off; inconclusive = no clear call, values can overlap the other calls; inactive = mostly below about 3.7%; also: not every result past the cut was called active; inactives centre near 0; reference of the scale not given here
# TcdB inh: TcdB glycohydrolase inhibitors, primary screen, biochemical, single point, plate reader. inhibition, % at 9.99 µM. Toxin B (Clostridioides difficile), P18177. AID 652162, 2013. TcdB glycohydrolase enzymatic assay. 350,000 tested, 0.24% active; in the data active = inhibition above about 10%
# * = called active by the depositor; i = inactive; ? = inconclusive; · = no result given; & = joins results of further samples. Rule as the data show it, unless noted: active = inhibition above about 30%; inconclusive = no clear call, values can overlap the other calls; inactive = below that.
SMILES,BoNT A protease,Anthrax LF inh2,SSB-PriA inh,PfHsp40 rescue,Y pestis TopoI,SARS 3CLpro inh,PrPC surface inh,Vc quorum ag,TcdB inh
O=C(Nc1ccc2c(c1)OCO2)N1CCN(C(=O)C2CCCO2)CC1 (stereo not given),0.5,7,-11,-0.3,13,0,-5,-0.4,·
CCOc1ccc(C(=O)Nc2ccc(N3CCN(C)CC3)cc2)cc1Br,1.5,-26,-1,-1.8,-6,6,-5,-3.6,·
O=C(CN1C(=O)c2ccccc2S1(=O)=O)Nc1cccc(S(=O)(=O)N2CCCCC2)c1,4.3,0,2,0.3,7,·,6,-1.2,1.9
Cc1ccc(C(=O)OCC(=O)NCc2ccc(Cl)cc2Cl)o1,-0.4,-1,1,0.1,6,·,0,i,-2.9
Nn1cc(-c2ccccc2)nc1SCC(=O)Nc1ccc2c(c1)OCO2,0.2,-3,23,0.7,-1,-3,6,-0.3,1.7
CCOC(=O)CSc1cccc2cccnc12,0.1,0,99*,0.4,1,3,10,-0.4,·
CCOc1ccc(CNC(=O)CCC(=O)n2ncc3ccc(Cl)cc32)cc1,-0.5,-8,-9,0.1,3,-1,2,i,-0.5
CCCc1cc(=O)[nH]c(SCC(=O)N(C)C2CCCCC2)n1,-0.1,-10,3,1.1,3,·,3,i,0.3
COC(=O)c1c(NC(=O)/C=C/c2ccc3c(c2)OCO3)sc(C)c1C,0.1,0,-12,1.3,9,-5,-7,3.8,·
COc1ccc(CN(C)CC(=O)Nc2sc3c(c2C#N)CCC3)cc1OC,-0.2,-2,-13,0.4,16,5,12,-1.9,1.3
CN(C1=NS(=O)(=O)c2ccccc21)c1ccc(OC(=O)c2ccncc2)cc1,-1.3,2,-4,0.3,8,-3,-4,-0.5,-0.1
COc1cccc(NC(=O)CCNS(=O)(=O)c2ccc(Br)s2)c1,2.0,-2,-1,0.2,4,0,-6,-0.1,-0.1
Cc1nn(-c2ccccc2)c(N2CCCC2)c1/C=N/n1cnc2scc(-c3ccccc3)c2c1=O,-0.3,-5,·,1.2,5,-3,-1,0.5,·
Cc1cccc(C)c1OCc1cc(C(=O)N2CCNC(=O)C2)no1,·,·,-8,-1.1,1,-4,-5,i,1.4
O=C(Nc1cc([N+](=O)[O-])ccc1O)c1cccc([N+](=O)[O-])c1,-2.1,-11,1,-0.5,8,1,-6,i,5.5

# 11 consecutive compounds from above:
SMILES,BoNT A protease,Anthrax LF inh2,SSB-PriA inh,PfHsp40 rescue,Y pestis TopoI,SARS 3CLpro inh,PrPC surface inh,Vc quorum ag,TcdB inh
Nn1cc(-c2ccccc2)nc1SCC(=O)Nc1ccc2c(c1)OCO2,0.2,-3,23,0.7,-1,-3,6,-0.3,1.7
CCOC(=O)CSc1cccc2cccnc12,0.1,0,99*,0.4,1,3,10,-0.4,·
CCOc1ccc(CNC(=O)CCC(=O)n2ncc3ccc(Cl)cc32)cc1,-0.5,-8,-9,0.1,3,-1,2,i,-0.5
CCCc1cc(=O)[nH]c(SCC(=O)N(C)C2CCCCC2)n1,-0.1,-10,3,1.1,3,·,3,i,0.3
COC(=O)c1c(NC(=O)/C=C/c2ccc3c(c2)OCO3)sc(C)c1C,0.1,0,-12,1.3,9,-5,-7,3.8,·
COc1ccc(CN(C)CC(=O)Nc2sc3c(c2C#N)CCC3)cc1OC,-0.2,-2,-13,0.4,16,5,12,-1.9,1.3
CN(C1=NS(=O)(=O)c2ccccc21)c1ccc(OC(=O)c2ccncc2)cc1,-1.3,2,-4,0.3,8,-3,-4,-0.5,-0.1
COc1cccc(NC(=O)CCNS(=O)(=O)c2ccc(Br)s2)c1,2.0,-2,-1,0.2,4,0,-6,-0.1,-0.1
Cc1nn(-c2ccccc2)c(N2CCCC2)c1/C=N/n1cnc2scc(-c3ccccc3)c2c1=O,-0.3,-5,·,1.2,5,-3,-1,0.5,·
Cc1cccc(C)c1OCc1cc(C(=O)N2CCNC(=O)C2)no1,·,·,-8,-1.1,1,-4,-5,i,1.4
O=C(Nc1cc([N+](=O)[O-])ccc1O)c1cccc([N+](=O)[O-])c1,-2.1,-11,1,-0.5,8,1,-6,i,5.5

# The listing picks up; the 2 compounds before the break are reprinted first.
SMILES,BoNT A protease,Anthrax LF inh2,SSB-PriA inh,PfHsp40 rescue,Y pestis TopoI,SARS 3CLpro inh,PrPC surface inh,Vc quorum ag,TcdB inh
Cc1cccc(C)c1OCc1cc(C(=O)N2CCNC(=O)C2)no1,·,·,-8,-1.1,1,-4,-5,i,1.4
O=C(Nc1cc([N+](=O)[O-])ccc1O)c1cccc([N+](=O)[O-])c1,-2.1,-11,1,-0.5,8,1,-6,i,5.5
Cc1cccc(C)c1-n1nnnc1C(c1ccnc2ccccc12)N1CCN(c2ccccc2F)CC1 (stereo not given),0.4,-9,·,·,·,·,7,·,-0.3
COc1ccc(C(C(=O)NCc2ccccc2)N(C(=O)c2snc(C(N)=O)c2N)C2CCCC2)cc1 (stereo not given),0.9,-2,2,0.0,28,6,-7,-0.6,2.1
Cc1ccc(C(=O)Nc2ccc(C(=O)O)cc2)cc1S(=O)(=O)NCc1ccccc1,-0.1,2,-1,-0.3,-1,-2,6,-3.6,0.4
Cc1nc(-c2ccc3c(c2)OCCCO3)cs1,0.3,-12,-11,0.9,-4,-2,-2,-0.1,-0.2
CCCCn1c(SCC(=O)NCCc2ccc(OC)c(OC)c2)nc2c1c(=O)n(C)c(=O)n2C,-0.5,2,-10,0.7,2,1,-1,i,·
COc1ccc2nc(SCC(=O)/C(C#N)=C(\C)N)[nH]c2c1,0.1,-2,·,-0.6,-2,3,-3,i,·
O=S(=O)(c1ccc(C(F)(F)F)cc1)N1CCN(CCc2ccccc2)CC1,-0.2,14,-2,-0.8,5,1,-1,i,-0.8
Cc1ccsc1S(=O)(=O)N1CCCC(CCC(=O)NCc2ccccc2F)C1 (stereo not given),-0.7,0,-13,0.2,25,-3,-5,-0.3,-0.5
CCOc1c(C)cnc2c1c(=O)n(Cc1ccccc1F)c(=O)n2C,1.8,-1,-24,1.2,3,-4,-3,-4.6,1.3
COc1ccc(S(=O)(=O)NC(N)=NCCc2ccc(OC)c(OC)c2)cc1C,0.1,1,-10,-1.1,5,-2,-2,i,-0.9
Fc1ccc(OCCOCCNCC2CCCO2)cc1 (stereo not given),1.5,1,-11,-0.1,2,2,-11,-0.3,·
O=C(COc1ccc2c3c(c(=O)oc2c1)CCC3)Nc1ccc(CCO)cc1,-0.9,-2,1,0.5,7,0,0,0.0,1.1
C[C@@H]1CN([C@@H](C)CO)C(=O)CCCn2nncc2CO[C@H]1CN(C)S(=O)(=O)c1ccc2c(c1)OCCCO2,0.3,-5,·,·,3,·,2,2.1,0.6&-1.4
Fc1ccc(C(c2nnnn2C2CCCC2)N2CCc3ccccc32)cc1 (stereo not given),-2.7,-3,3,-1.3,-5,-8,2,i,·
O/N=C/c1cn(-c2ccccc2)nc1-c1ccc2c(c1)OCCO2,0.7,1,·,6.3,0,0,3,i,·
CN1N=C(C(=O)N2CCCC(C(=O)c3cccc(C(F)(F)F)c3)C2)CCC1=O (stereo not given),-0.5,5,-12,-0.7,-12,-1,-4,i,-0.6
CCCN1C(=O)/C(=C/c2ccc(N3CCCC3)c(C)c2)NC1=S,11,9,-20,-1.9,-2,5,-7,0.4,·
O=C(c1ccco1)N(c1ccccn1)c1ccccn1,?,-2,-1,-0.3,0,1,1,-1.4,·
Cc1cc(Cl)cc2c1NC(=O)[C@]21[C@@H]2C(=O)N(Cc3ccccc3)C(=O)[C@@H]2[C@@H]2CCCN21,2.0,0,17,0.5,7,2,-1,i,·
CC1=NN(c2ccc([N+](=O)[O-])cc2)C(c2ccccc2)C1 (stereo not given),10,0,-12,-1.2,4,-3,-4,1.5,-0.4
CC1CC(C)CN(C(=O)CCc2nnc3ccc(N4CCCCC4)nn23)C1 (stereo not given),2.5,2,0,-0.7,10,1,4,0.9,2.2
CC(=O)Nc1ccc(S(=O)(=O)N2CCC(c3nc4c(nnn4Cc4ccccc4Cl)c(=O)[nH]3)CC2)cc1,0.3,-3,0,1.0,25,1,6,-0.2,0.7
Cc1nn(-c2ccccc2)cc1C(c1c(N)[nH]c(=S)[nH]c1=O)c1c(N)[nH]c(=S)[nH]c1=O,2.4,6,-13,0.8,-5,3,-3,-0.2,1.5
C=C(C)CNC(=S)N/N=C/c1ccc([N+](=O)[O-])cc1,0.1,-2,·,0.4,2,2,-23,0.4,1.7
O=C(CS(=O)(=O)c1ccccc1)Nc1ncc([N+](=O)[O-])s1,-0.5,-2,1,-0.6,0,-4,-15,-0.2,-2.8
CCCCCN1C(=O)c2ccccc2[C@@]2(C(=O)OCC)Cc3cc(OC)ccc3[C@@H]12,0.0,-3,·,·,·,·,15,·,-0.5
Cc1ccc(CCCOC(=O)C[N+]2(C)CCOCC2)cc1,0.7,1,-13,-0.3,13,2,5,4.8,·
NC(=O)C1CCN(C(=O)C2(NC(=O)Nc3cccc(F)c3)CCCCC2)CC1,-4.2,8,-16,-0.5,5,-5,-3,-0.3,0.8
O=C(Nc1ccccc1)c1cc(N2CCOCC2)nc2ccccc12,-0.5,5,-27,-0.1,-4,-3,-3,i,·
Cc1ccc(C(=O)NC(=O)CSc2ncccc2C(=O)O)cc1,0.1,-1,-11,2.2,5,2,2,i,-0.9
CCOC(=O)C(Cc1ccccc1)NC(=O)Cn1nnc(-c2ccc(SC)cc2)n1 (stereo not given),0.0,-1,-19,2.0,19,-3,-3,-2.5,·
CC(=O)C1=C(O)C(=O)N(c2ccc(Br)cn2)C1c1cccc([N+](=O)[O-])c1 (stereo not given),2.3,-2,-2,2.7,-6,-4,2,-0.8,-5.4
COc1ccc(CN(C)C2CCN(C)CC2)cc1OC,-2.3,6,-4,-0.4,4,-6,-6,i,0.6
O=C(CC(Nc1ccccc1)C(=O)O)c1ccccc1 (stereo not given),1.0,1,-5,0.3,1,·,-1,-0.6,·
CCCCNC(=O)C(=O)N/N=C/c1cccc(Br)c1,0.0,0,·,0.2,-1,0,8,0.1,·
CCO[C@@H]1OC(C(N)=O)=C[C@H](c2ccc3c(c2)OCO3)[C@H]1CCCO,-0.3,-3,-5,-1.2,7,1,1,-0.3,1.5
CC(=O)Nc1ccc(S(=O)(=O)N(C)CC(=O)OCC(=O)N2CCCC2=O)cc1,-3.4,-7,-3,2.5,-3,·,-8,i,2.3
COc1cc(C=O)c(Br)cc1OCc1ccc(C)cc1,-0.2,-2,-52,1.6,18,6,3,-0.5,·
COCCNc1nc(Nc2ccc(F)cc2)c2sccc2n1,-0.1,-7,·,·,-9,·,3,-0.6,2.4
CC(OC(=O)CCCOc1ccccc1)C(=O)NC(N)=O (stereo not given),0.4,-2,-18,0.7,-11,4,-1,·,·
CCOC(=O)Nc1n[nH]c(NC(=O)OCC)c1[N+](=O)[O-],-0.4,-2,-9,-0.7,4,1,-4,-0.4,1.5

# These rows are one share of the data; the hit share may differ from the screen's.
